# NSD2 block: inhibitors of human NSD2 methyltransferase | hit rate 0.07% among 44,000 | inhibition, % at 12.5 µM | O96028 | NSD2-SET H3K36me1 DELFIA fluorescence, biochemical | AID 624260; in the data active = inhibition above about 54%, passing the limit was not always enough; inconclusive = no clear call, values can overlap the other calls;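 also: inhibitors reduce the monomethyl H3K36 fluorescence signal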
# Target sequence (O96028 whole entry, looked up): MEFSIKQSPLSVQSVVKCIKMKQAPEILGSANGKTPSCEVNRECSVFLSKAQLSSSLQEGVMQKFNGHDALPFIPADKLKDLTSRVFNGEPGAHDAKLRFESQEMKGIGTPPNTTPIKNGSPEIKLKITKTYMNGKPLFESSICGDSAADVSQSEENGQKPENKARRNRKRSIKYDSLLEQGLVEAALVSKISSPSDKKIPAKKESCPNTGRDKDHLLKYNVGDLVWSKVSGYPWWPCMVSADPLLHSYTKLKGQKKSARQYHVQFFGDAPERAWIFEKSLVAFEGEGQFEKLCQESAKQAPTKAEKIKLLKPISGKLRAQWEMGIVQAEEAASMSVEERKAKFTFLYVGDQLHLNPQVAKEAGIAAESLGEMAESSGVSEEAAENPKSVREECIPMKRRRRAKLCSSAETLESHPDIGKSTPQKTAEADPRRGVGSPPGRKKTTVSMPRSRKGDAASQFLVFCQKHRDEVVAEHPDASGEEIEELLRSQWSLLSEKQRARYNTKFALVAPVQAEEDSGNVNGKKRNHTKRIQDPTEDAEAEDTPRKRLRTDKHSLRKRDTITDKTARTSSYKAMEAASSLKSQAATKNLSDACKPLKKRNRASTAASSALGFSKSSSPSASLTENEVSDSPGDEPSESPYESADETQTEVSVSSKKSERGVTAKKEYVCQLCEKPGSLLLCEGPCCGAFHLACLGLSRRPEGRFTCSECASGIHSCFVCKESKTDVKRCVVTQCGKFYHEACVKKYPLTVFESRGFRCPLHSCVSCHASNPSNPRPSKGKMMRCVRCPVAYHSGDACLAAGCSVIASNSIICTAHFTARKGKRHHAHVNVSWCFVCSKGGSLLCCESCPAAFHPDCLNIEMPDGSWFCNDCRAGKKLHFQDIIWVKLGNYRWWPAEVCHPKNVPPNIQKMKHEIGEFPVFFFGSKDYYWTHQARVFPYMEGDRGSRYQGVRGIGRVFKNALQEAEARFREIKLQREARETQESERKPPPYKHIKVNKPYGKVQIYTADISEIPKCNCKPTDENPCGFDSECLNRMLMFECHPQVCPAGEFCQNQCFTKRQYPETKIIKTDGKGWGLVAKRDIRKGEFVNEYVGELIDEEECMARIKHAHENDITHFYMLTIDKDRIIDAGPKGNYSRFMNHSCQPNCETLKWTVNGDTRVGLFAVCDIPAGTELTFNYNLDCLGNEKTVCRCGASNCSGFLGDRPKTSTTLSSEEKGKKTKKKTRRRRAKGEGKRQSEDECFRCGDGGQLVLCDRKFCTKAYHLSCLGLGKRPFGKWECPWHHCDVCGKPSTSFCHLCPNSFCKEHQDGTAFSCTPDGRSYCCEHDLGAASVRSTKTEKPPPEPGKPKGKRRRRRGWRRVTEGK
# Starred values were filed as active, the others as inactive; i = inactive; ? = inconclusive; & = joins results of further samples. This is a subset; rates above refer to the full screens.
NSD2 block	SMILES
-2	COC(=O)CCCCCCC(=O)N/N=C/c1ccc(CO)o1
-4	Cc1ccc(S(=O)(=O)N(C)C[C@@H]2Oc3c(NS(C)(=O)=O)cccc3C(=O)N([C@@H](C)CO)C[C@@H]2C)cc1
1	C[C@@H]1CN([C@@H](C)CO)S(=O)(=O)c2ccc(-c3cccnc3)cc2O[C@H]1CN(C)Cc1ccccn1
-5	C[C@H]1CN([C@@H](C)CO)C(=O)Cc2cc(NC(=O)CCN3CCOCC3)ccc2O[C@H]1CN(C)C(=O)Nc1ccccc1
-9	C[C@H]1CN([C@@H](C)CO)C(=O)Cc2cc(NC(=O)C3CC3)ccc2O[C@H]1CN(C)S(C)(=O)=O
2	Cc1ccc(S(=O)(=O)N(C)C[C@@H]2OCc3cnnn3CCCC(=O)N([C@H](C)CO)C[C@@H]2C)cc1
4	Cc1noc(C)c1NC(=O)N(C)C[C@H]1OCc2cnnn2CCCC(=O)N([C@H](C)CO)C[C@H]1C
2	C[C@@H]1CN([C@H](C)CO)C(=O)c2cc(/C=C/c3ccccc3)cnc2O[C@@H]1CN(C)C(=O)c1cccc(F)c1
-1&6	CCCN(C)C[C@@H]1Oc2ncc(C#CCN(C)C)cc2C(=O)N([C@H](C)CO)C[C@@H]1C
3	COc1ccc(CN(C)C[C@@H]2Oc3c(NS(=O)(=O)c4ccc(Cl)cc4)cccc3C(=O)N([C@@H](C)CO)C[C@@H]2C)cc1
-6	C[C@H](CO)N1C[C@H](C)[C@H](CN(C)Cc2ccc(C(=O)Nc3ccccc3N)cc2)Oc2c(NC(=O)Nc3ccc4c(c3)OCO4)cccc2C1=O
7	C/C=C/c1cnc2c(c1)C(=O)N([C@@H](C)CO)C[C@@H](C)[C@@H](CN(C)S(=O)(=O)c1cn(C)cn1)O2
-6	C[C@@H]1CN([C@@H](C)CO)C(=O)Cc2cc(NC(=O)CCCCCC(=O)Nc3ccccc3N)ccc2O[C@@H]1CN(C)CC1CC1
0	C[C@H]1CN([C@@H](C)CO)C(=O)c2cc(C#CCc3ccccc3)cnc2O[C@H]1CN(C)Cc1cccc(C(=O)O)c1
0	C[C@@H]1CN([C@H](C)CO)C(=O)c2cc(NC(=O)Nc3ccc(F)cc3)ccc2O[C@@H]1CN(C)Cc1ccc(C(=O)Nc2ccccc2N)cc1
?	C[C@H](CO)N1C[C@H](C)[C@@H](CN(C)C(=O)Nc2ccc(C(F)(F)F)cc2)Oc2c(NC(=O)C3CCOCC3)cccc2C1=O
-3	Cc1noc(C)c1S(=O)(=O)Nc1ccc2c(c1)CC(=O)N([C@H](C)CO)C[C@@H](C)[C@H](CN(C)Cc1ccc(C(F)(F)F)cc1)O2
-6	C[C@H](CO)N1C[C@H](C)[C@H](CN(C)C)Oc2ncc(-c3ccncc3)cc2C1=O
-5	C[C@H](CO)N1C[C@H](C)[C@H](CN(C)S(=O)(=O)c2cn(C)cn2)Oc2c(NC(=O)Nc3cccc4ccccc34)cccc2C1=O
2	O=C(C[C@@H]1C[C@H]2c3cc(NC(=O)CC4CC4)ccc3O[C@H]2[C@H](CO)O1)NCCN1CCCCC1
4	C[C@@H]1CN([C@@H](C)CO)C(=O)Cc2cc(NC(=O)C3CC3)ccc2O[C@H]1CN(C)C(=O)Nc1ccc(F)cc1
4	C[C@H](CO)N1C[C@H](C)[C@@H](CN(C)CC2CCCCC2)OCCCC[C@H](C)Oc2ccc(NS(=O)(=O)c3ccc(F)cc3)cc2C1=O
7	C[C@H](CO)N1C[C@H](C)[C@H](CN(C)Cc2cccc(F)c2)Oc2ncc(C#CC(C)(C)O)cc2C1=O
1	C[C@H]1CCCCO[C@H](CN(C)Cc2ccncc2)[C@@H](C)CN([C@@H](C)CO)C(=O)c2cc(NC(=O)CCCN(C)C)ccc2O1
1	O=C(CCCCCCC(=O)Nc1ccccc1O)N/N=C/[C@H](O)[C@@H](O)[C@H](O)[C@H](O)CO[C@H]1O[C@H](CO)[C@H](O)[C@H](O)[C@H]1O
1	C[C@@H]1CN([C@@H](C)CO)C(=O)c2cc(NC(=O)c3ccncc3)ccc2O[C@@H]1CN(C)S(=O)(=O)c1cccs1
3	Cc1noc(C)c1S(=O)(=O)Nc1ccc2c(c1)C(=O)N([C@@H](C)CO)C[C@H](C)[C@@H](CN(C)C)OCCCC[C@@H](C)O2
15	C[C@@H]1CN([C@H](C)CO)C(=O)c2cc(NS(=O)(=O)c3cccs3)ccc2O[C@H]1CN(C)S(=O)(=O)c1cccs1
-8	Cc1snnc1C(=O)Oc1ccccc1-c1nnco1
-4	C[C@@H]1CN([C@H](C)CO)C(=O)CCCn2cc(nn2)CO[C@H]1CN(C)Cc1ccc2c(c1)OCO2
i	Cc1noc(C)c1S(=O)(=O)N(C)C[C@H]1OCCCC[C@H](C)Oc2ccc(NS(=O)(=O)c3cccs3)cc2C(=O)N([C@H](C)CO)C[C@@H]1C
-1	COC(=O)CCCCCCC(=O)N/N=C/c1c(F)c(F)c(F)c(F)c1F
-6	CCO[C@H]1OC(C(=O)Nc2ccccc2)=C[C@@H](c2ccc(Br)cc2)[C@@H]1CCCO
4	C[C@H]1CN([C@@H](C)CO)S(=O)(=O)c2ccc(C3=CCCC3)cc2O[C@H]1CN(C)C
4	C[C@H]1CN([C@@H](C)CO)C(=O)c2cccc(NC(=O)c3ccc(-c4nccs4)cc3)c2O[C@@H]1CN(C)C(=O)Nc1ccc2c(c1)OCO2
6	C[C@@H]1CCCCO[C@H](CN(C)C(=O)c2ccncc2)[C@@H](C)CN([C@H](C)CO)C(=O)c2cc(NS(C)(=O)=O)ccc2O1
-3	C=CCNC(=O)[C@H]1[C@@H]2C(=O)O[C@@H](c3ccccc3)[C@@H](c3ccccc3)N2[C@@H](c2ccc(OCCO)cc2)[C@]12C(=O)N(C(=O)OCCOC)c1ccc(C#CC3=CCCCC3)cc12
4	COCC#Cc1cnc2c(c1)C(=O)N([C@@H](C)CO)C[C@H](C)[C@H](CN(C)Cc1ccc3c(c1)OCO3)O2
0	C[C@@H]1CCCCO[C@H](CN(C)S(=O)(=O)c2cn(C)cn2)[C@@H](C)CN([C@@H](C)CO)C(=O)c2cc(NS(=O)(=O)c3ccccc3)ccc2O1
3	C[C@H](CO)N1C[C@H](C)[C@@H](CN(C)C(=O)C2CCCCC2)Oc2ncc(-c3cccc(F)c3)cc2C1=O
-1	C[C@@H]1CN([C@@H](C)CO)C(=O)Cc2cc(NC(=O)CCC(F)(F)F)ccc2O[C@@H]1CN(C)S(=O)(=O)c1cn(C)cn1
11	CCC(=O)N(C)C[C@H]1Oc2cc(-c3ccc(C#N)cc3)ccc2S(=O)(=O)N([C@H](C)CO)C[C@H]1C
-5	C[C@H](CO)N1C[C@H](C)[C@@H](CN(C)S(=O)(=O)c2ccc(F)cc2)OCCCC[C@H](C)Oc2ccc(NS(=O)(=O)c3ccc(Cl)cc3)cc2C1=O
5	C[C@H](CO)N1C[C@H](C)[C@H](CN(C)Cc2ccccn2)Oc2cc(Br)ccc2S1(=O)=O
-1	C[C@@H]1CN([C@@H](C)CO)C(=O)c2cccc(NC(=O)C3CCOCC3)c2O[C@@H]1CN(C)CC1CC1
5	CS(=O)(=O)Nc1ccc2c(c1)[C@@H]1C[C@@H](CC(=O)NCc3cccnc3)O[C@@H](CO)[C@@H]1O2
0	C[C@H](CO)N1C[C@H](C)[C@H](CN(C)Cc2ccccc2)Oc2ccc(NS(=O)(=O)c3cn(C)cn3)cc2CC1=O
-1	C[C@@H]1CCCCO[C@@H](CN(C)Cc2ccc(C(=O)O)cc2)[C@H](C)CN([C@H](C)CO)C(=O)c2cc(NC(=O)NC3CCCCC3)ccc2O1
-10	CC(C)NC(=O)[C@@]1(C)c2ccccc2C(=O)N(Cc2cc(C(F)(F)F)cc(C(F)(F)F)c2)[C@H]1c1ccc(CO)cc1
4	C[C@H](CO)N1C[C@H](C)[C@H](CN(C)C)Oc2ccc(NC(=O)Cn3cnnn3)cc2CC1=O

# 3 entries out of the list, ordered by molecular weight, descending:
NSD2 block	SMILES
-5	C[C@H](CO)N1C[C@H](C)[C@@H](CN(C)S(=O)(=O)c2ccc(F)cc2)OCCCC[C@H](C)Oc2ccc(NS(=O)(=O)c3ccc(Cl)cc3)cc2C1=O
-1	C[C@@H]1CN([C@@H](C)CO)C(=O)c2cccc(NC(=O)C3CCOCC3)c2O[C@@H]1CN(C)CC1CC1
4	C[C@H](CO)N1C[C@H](C)[C@H](CN(C)C)Oc2ccc(NC(=O)Cn3cnnn3)cc2CC1=O

# Seven entries drawn at random from the list so far, as already listed:
NSD2 block	SMILES
3	Cc1noc(C)c1S(=O)(=O)Nc1ccc2c(c1)C(=O)N([C@@H](C)CO)C[C@H](C)[C@@H](CN(C)C)OCCCC[C@@H](C)O2
-1	C[C@@H]1CN([C@@H](C)CO)C(=O)c2cccc(NC(=O)C3CCOCC3)c2O[C@@H]1CN(C)CC1CC1
-1	C[C@@H]1CCCCO[C@@H](CN(C)Cc2ccc(C(=O)O)cc2)[C@H](C)CN([C@H](C)CO)C(=O)c2cc(NC(=O)NC3CCCCC3)ccc2O1
i	Cc1noc(C)c1S(=O)(=O)N(C)C[C@H]1OCCCC[C@H](C)Oc2ccc(NS(=O)(=O)c3cccs3)cc2C(=O)N([C@H](C)CO)C[C@@H]1C
-6	CCO[C@H]1OC(C(=O)Nc2ccccc2)=C[C@@H](c2ccc(Br)cc2)[C@@H]1CCCO
15	C[C@@H]1CN([C@H](C)CO)C(=O)c2cc(NS(=O)(=O)c3cccs3)ccc2O[C@H]1CN(C)S(=O)(=O)c1cccs1
-1	COC(=O)CCCCCCC(=O)N/N=C/c1c(F)c(F)c(F)c(F)c1F

# Remaining list, next part.
NSD2 block	SMILES
2	C[C@@H]1CN([C@H](C)CO)S(=O)(=O)c2ccc(C#C[C@@H](C)O)cc2O[C@H]1CN(C)Cc1cccnc1
0	COc1ccc([Si](C)(C)[C@H]2[C@H](CCO)O[C@@]3(C(=O)N(Cc4ccccc4)c4ccc(N5CCC5=O)cc43)[C@@H]2C)cc1
-1	C=C1C(=O)O[C@@H]2CC=C(CCC(C)O)C(C)C[C@@H]12 (stereo partly drawn)
11	CNC[C@@H]1Oc2cc(C#CCC3CCCC3)ccc2S(=O)(=O)N([C@H](C)CO)C[C@H]1C
7	COC(=O)[C@H](Cc1ccccc1)N1CC2=C[C@@H](C3CC3)n3c(=O)n(C)c(=O)n3[C@H]2[C@@H]1[C@@H](O)Cc1ccccc1
-5	C[C@H]1CN([C@@H](C)CO)S(=O)(=O)c2ccc(-c3cccc(C(=O)N(C)C)c3)cc2O[C@H]1CN(C)C(=O)Cc1ccccn1
-1	CCCC#Cc1cnc2c(c1)C(=O)N([C@@H](C)CO)C[C@H](C)[C@H](CN(C)C(=O)NC1CCCC1)O2
3	COc1cccc(-c2ccc3c(c2)O[C@@H](CN(C)C)[C@H](C)CN([C@@H](C)CO)S3(=O)=O)c1
-4	C[C@H](CO)N1C[C@H](C)[C@H](CN(C)Cc2ccncc2)Oc2ncc(-c3cc4ccccc4o3)cc2C1=O
5	C[C@@H]1CN([C@H](C)CO)C(=O)c2cc(NC(=O)Cc3ccccc3)ccc2O[C@@H](C)CCCCO[C@H]1CN(C)S(C)(=O)=O
-3	Cc1ccc(S(=O)(=O)N(C)C[C@H]2Oc3ccc(NC(=O)NC4CCCCC4)cc3CC(=O)N([C@H](C)CO)C[C@@H]2C)cc1
1	CCCN(C)C[C@H]1Oc2ncc(C#CCC(C)C)cc2C(=O)N([C@@H](C)CO)C[C@H]1C
-8	CNC[C@H]1Oc2cc(-c3cccnc3)ccc2S(=O)(=O)N([C@@H](C)CO)C[C@@H]1C
-1	C[C@H](CO)N1C[C@H](C)[C@@H](CN(C)C(=O)CCC(F)(F)F)OCCCC[C@H](C)Oc2ccc(NC(=O)CCCN(C)C)cc2C1=O
-3	Cc1ccc(S(=O)(=O)Nc2ccc3c(c2)C(=O)N([C@@H](C)CO)C[C@H](C)[C@H](CN(C)Cc2ccc(Cl)c(Cl)c2)O3)cc1
-1	COc1ccc(CN(C)C[C@@H]2OCCCC[C@H](C)Oc3ccc(NS(=O)(=O)c4ccccc4)cc3C(=O)N([C@H](C)CO)C[C@@H]2C)cc1
4&4	C[C@H](CO)N1C[C@H](C)[C@H](CN(C)S(=O)(=O)c2ccccc2)Oc2ncc(C#CCN(C)C)cc2C1=O
3	C[C@@H]1CN([C@H](C)CO)C(=O)c2cc(C3=CCCCC3)cnc2O[C@@H]1CN(C)C(=O)C1CCOCC1
-267	C[C@@H]1CCCCO[C@@H](CN(C)C(=O)Nc2ccc3c(c2)OCO3)[C@@H](C)CN([C@@H](C)CO)C(=O)c2cc(NC(=O)c3ccccc3)ccc2O1
-3	CNC[C@@H]1Oc2ccc(NC(=O)Nc3ccc4c(c3)OCO4)cc2C(=O)N([C@@H](C)CO)C[C@H]1C
6	C[C@@H]1CN([C@H](C)CO)C(=O)c2cc(C#Cc3ccncc3)cnc2O[C@@H]1CN(C)CC1CCCC1
-8	C[C@@H]1CN([C@@H](C)CO)C(=O)CCCn2cc(nn2)CO[C@H]1CN(C)C(=O)c1ccccc1
4	C[C@@H]1CN([C@@H](C)CO)C(=O)Cc2cc(NC(=O)Nc3ccccc3)ccc2O[C@H]1CN(C)CC1CC1
-2	C[C@@H]1CN([C@H](C)CO)S(=O)(=O)c2ccc(-c3cccc(C#N)c3)cc2O[C@@H]1CN(C)CC1CC1
3	C[C@@H]1CN([C@@H](C)CO)C(=O)c2cccc(NS(=O)(=O)c3cn(C)cn3)c2O[C@@H]1CN(C)C(=O)Nc1cccc2ccccc12
-7	CC(C)CC#Cc1cnc2c(c1)C(=O)N([C@H](C)CO)C[C@@H](C)[C@H](CN(C)Cc1cccc(F)c1)O2
2	CC(C)NC(=O)Nc1ccc2c(c1)C(=O)N([C@H](C)CO)C[C@H](C)[C@H](CN(C)S(=O)(=O)c1ccccc1)OCCCC[C@@H](C)O2
-2	CNC[C@@H]1OCCCC[C@H](C)Oc2ccc(NC(=O)Cc3ccccc3)cc2C(=O)N([C@@H](C)CO)C[C@@H]1C
